S100A4 MyoIIA: inhibitors of human S100A4 binding to myosin IIA peptide. P26447. S100A4/TAMRA-MyoIIA peptide fluorescence polarization. inhibition, % at 10.7 µM. 0.14% of 360,000 active. AID 652163;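 active means mean inhibition of at least 70% across replicates, with every replicate also reaching that level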
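incubation = readout 5 min after mixing, signal stable up to 60 min | system = S100A4 monomer protein | buffer or medium = HEPES pH 7.2 with CaCl2, KCl, NaCl, DTT, Triton | benchmarks = neutral control DMSO, positive control TFP | also added = fluorescent myosin IIA peptide, 5 nM | compound dosing = one concentration per compound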
EWS-Fli block: EWS/Fli transcriptional activity inhibition; A673 NR0B1-luciferase reporter, viability-normalised; inhibition, % at 12.6 µM; 0.67% of 350,000 active; AID 651661;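 active means mean inhibition of at least 50% after viability correction, with every replicate also passing that limit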;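 further: firefly luciferase signal divided by Alamar Blue viability fluorescence both relative to DMSO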
Xi reactivation: activators of X-chromosome reactivation in mouse fibroblasts; activation, % at 7.58 µM; 0.055% of 360,000 active; XiGFP mouse fibroblasts, % GFP-positive cells imaging, 3 d; cells co-treated with 5-aza-dC sensitizer; scaled so ellipticine positive control = 100%;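 active means mean normalized replicate activation at least 10% and every replicate at or above 10%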;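 further: 0% = median of on-plate neutral control wells and 100% = ellipticine 6 µM median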
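System: 68-5-11 XiGFP fibroblast line; Timing: 3 days compound exposure; Compound dosing: one concentration, pinned; Benchmarks: positive control ellipticine, 6 µM final; Buffer or medium: DMEM containing 5-aza-dC.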
RAD54 inh: blocks human RAD54 Holliday junction branch migration | 0.14% of 360,000 active | FAM/BHQ fluorescence | Q92698 | inhibition, % at 10.4 µM;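 active means mean normalized replicate activity at least 40 and at least half of replicates scoring 40 or more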;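 further: 0% = median of neutral control wells and 100% = median of positive control wells; inhibitors cause a drop in the FAM fluorescence signal; in these data hits start at about 50%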
E-selectin induc: induces E-selectin expression in human endothelial cells. HUVEC E-selectin immunofluorescence imaging; normalized: neutral wells 0, TNF-alpha wells 100. activation, % at 7.58 µM. 0.37% of 260,000 active. AID 686992;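 active means mean E-selectin-positive cell signal at least 10% of the positive control, reached in at least 60% of replicates, without over 20% cell loss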;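 further: in these data hits start at about 27%; measured in HUVEC primary endothelial cells; signal is the percent of cells scored E-selectin positive by PE staining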
Target sequence (P16581 whole entry, looked up): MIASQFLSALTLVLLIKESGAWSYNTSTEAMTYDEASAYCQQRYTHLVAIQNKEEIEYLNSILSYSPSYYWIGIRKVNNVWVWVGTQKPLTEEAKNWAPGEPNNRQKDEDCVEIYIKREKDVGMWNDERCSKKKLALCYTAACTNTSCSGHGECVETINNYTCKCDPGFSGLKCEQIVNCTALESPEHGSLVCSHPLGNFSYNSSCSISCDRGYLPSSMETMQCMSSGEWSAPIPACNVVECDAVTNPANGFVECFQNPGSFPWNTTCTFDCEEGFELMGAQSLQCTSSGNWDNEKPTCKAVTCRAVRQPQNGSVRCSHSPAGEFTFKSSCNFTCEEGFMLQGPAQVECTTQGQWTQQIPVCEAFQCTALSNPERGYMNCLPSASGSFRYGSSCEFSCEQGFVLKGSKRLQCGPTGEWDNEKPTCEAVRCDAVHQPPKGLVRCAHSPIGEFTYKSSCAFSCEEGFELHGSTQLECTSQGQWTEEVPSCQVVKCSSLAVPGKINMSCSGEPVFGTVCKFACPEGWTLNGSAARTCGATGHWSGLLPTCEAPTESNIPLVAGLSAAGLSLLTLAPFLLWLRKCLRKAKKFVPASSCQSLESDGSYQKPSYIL
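System: HUVEC / Compound: single concentration / Signal: immunofluorescence imaging / Read-out: percent E-selectin-positive cells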
esBAF inh: SWI/SNF esBAF complex inhibition; mouse ES cells, Bmi1-luciferase knock-in reporter, 24 h; 100% = twice the neutral-well signal; reporter increase, % at 12.5 µM; 2% of 350,000 active; in the data active means activation above about 40%;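 further: 0% = median of the plate's neutral control wells and 100% = double that signal; a rise in the Bmi1 reporter signal indicates esBAF inhibition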
FN deposition inh: fibronectin deposition inhibition | AH1F fibroblasts, Alexa488-fibronectin deposition fluorescence, overnight | 0.086% of 350,000 active | inhibition, % at 12.6 µM;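 active means mean inhibition across replicates of 30% or more, regardless of how many single replicates reach that level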;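 further: positive control wells lacked labelled fibronectin entirely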
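Test system: AH1F fibroblast monolayer depositing Alexa488-labelled fibronectin into matrix. Input: 10000 cells per well. Technique: fluorescence, ex 485 nm, em 525 nm. Buffer or medium: DMEM plus 2% serum, read in PBS. Timing: 1 h cell adhesion before compound, then overnight fibronectin incubation. Compound: single dose, pinned. Read-out basis: inhibition from reduced deposited-fibronectin fluorescence.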
RAD52 anneal inh: inhibitors of human RAD52 DNA annealing. AID 651710. recombinant RAD52 DNA annealing, FRET fluorescence. 0.46% of 360,000 active. inhibition, % at 18.7 µM;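 active means every replicate showing at least 50% inhibition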
Target sequence (P43351 whole entry, looked up): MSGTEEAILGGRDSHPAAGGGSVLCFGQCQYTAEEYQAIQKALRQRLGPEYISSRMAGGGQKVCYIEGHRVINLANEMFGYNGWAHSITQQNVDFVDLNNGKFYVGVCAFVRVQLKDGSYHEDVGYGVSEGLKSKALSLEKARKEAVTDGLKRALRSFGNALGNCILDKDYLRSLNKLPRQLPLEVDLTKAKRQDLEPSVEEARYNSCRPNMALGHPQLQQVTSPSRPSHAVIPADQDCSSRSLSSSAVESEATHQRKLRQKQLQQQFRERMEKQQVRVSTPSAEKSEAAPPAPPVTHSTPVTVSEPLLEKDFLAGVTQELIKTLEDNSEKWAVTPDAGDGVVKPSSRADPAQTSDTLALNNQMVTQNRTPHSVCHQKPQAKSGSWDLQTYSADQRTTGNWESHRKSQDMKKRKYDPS
The depositor's hits bear a star; / = not tested or not shown. Random draw from the library; about 3% have a hit in one of these screens.

nr	SMILES	S100A4 MyoIIA	EWS-Fli block	Xi reactivation	RAD54 inh	E-selectin induc	esBAF inh	FN deposition inh	RAD52 anneal inh
1	Cc1[nH]c(=O)[nH]c(=O)c1S(=O)(=O)N1CCC(C(=O)NC(C)c2ccccc2)CC1 (stereo unspecified)	-3	-2	0.0	8	/	-10	1	-8
2	COCC(=O)Nc1ccc2c(c1)OC[C@H](C)N(Cc1cc(F)ccc1F)C[C@@H](C)[C@@H](OC)CN(C)C2=O	11	-1	-0.1	-9	-0.1	-2	-5	5
3	Cc1ccc2nc(CN(C)C(=O)[C@H]3O[C@@H](n4ccc(N)nc4=O)[C@H](O)[C@@H]3O)[nH]c2c1	-19	7	/	2	-1.6	-4	4	-14
4	Nc1nc(SCc2ccccc2)n[nH]1	1	-10	0.2	2	0.3	/	0	5
5	O=C(Cc1ccccc1F)c1ccc(O)cc1O	-2	5	0.0	-10	/	/	-1	-17
6	CCCNC(=O)Nc1ccc2c(c1)C(=O)N(C)C[C@@H](OC)[C@@H](C)CN(Cc1ccncc1)[C@H](C)CO2	/	-1	-0.3	1	-0.1	-4	1	/
7	O=C(NCC(=O)N1CCC2(CC1)NCCc1[nH]cnc12)c1ccc2ccccc2c1	2	/	0.0	-5	-0.2	-2	2	-3
8	O=C(N/N=C/c1cccnc1)c1ccc(O)cc1	-1	0	0.0	5	/	21	-7	-5
9	Cc1ccc(CNc2nc3cc(-c4ccccc4)sc3c(=O)n2C)c(C)c1	0	7	0.1	10	0.1	-7	-6	-4
10	COc1ccc(S(=O)(=O)Nc2ccc3c(c2)C(=O)N([C@@H](C)CO)C[C@H](C)[C@H](CN(C)S(C)(=O)=O)OCCCC[C@@H](C)O3)cc1	-9	-23	0.0	-6	0.6	0	/	-5
11	CCNC(=S)N1CCN(c2nc(-c3ccc(F)cc3)cs2)CC1	-3	-2	0.0	-2	-0.2	4	-3	-13
12	COCCNC(=O)C[C@H]1C[C@H]2c3cc(NC(=O)CN(C)C)ccc3O[C@H]2[C@@H](CO)O1	11	-6	0.0	1	-0.1	-2	/	-7
13	Cc1ccc(S(=O)(=O)N[C@H](C(=O)OCC(=O)NC(=O)NCc2ccco2)C(C)C)cc1	1	-16	0.0	/	-0.1	-3	-3	-27
14	CC(=O)c1sccc1NC(=O)CC(C)(C)CC(=O)O	1	9	0.0	-2	0.1	/	3	4
15	CCCN1[C@@H]2Cn3c(ccc(-c4ccccc4OC)c3=O)[C@H]1[C@@H](C(=O)N1CCOCC1)[C@@H]2CO	-5	-4	0.0	/	0.2	/	/	-2
16	Fc1ccccc1/C=N/Nc1ncnc2nc[nH]c12	-1	-79	-0.1	5	0.2	23	-4	21
17	N#Cc1ccccc1S(=O)(=O)N1CCN(CC(O)COc2ccccc2F)CC1 (stereo unspecified)	5	6	0.5	-2	/	3	7	-6
18	O=C(O)CC/C(=N\NC(=O)c1ccccc1)c1cccs1	-3	-2	0.3	9	-1.3	12	5	-3
19	NS(=O)(=O)c1ccc(N/N=C/c2ccccc2C(=O)O)c([N+](=O)[O-])c1	2	1	0.3	/	/	/	-1	-4
20	Cc1cccc(N2CCN(C(=O)c3ccccc3SCC(=O)N3CCCC3)CC2)c1C	-4	9	-0.1	-7	/	8	-32	-22
21	COCCN(C)C(=O)CCc1nnc(Cc2ccc(-c3ccccc3)cc2)o1	-8	-5	4.0	0	2.3	-12	3	-4
22	COc1ccc(N2CCN(C(=O)CSc3ccc([N+](=O)[O-])cc3)CC2)cc1	-3	-2	0.0	/	/	/	-6	-5
23	O=c1[nH]c(CN2CCCCC2)ccc1O	8	-2	-0.1	/	-0.3	/	/	-50
24	COc1ccc(C(CNC(=O)COc2cc(C)c(Cl)c(C)c2)N2CCCCC2)cc1 (stereo unspecified)	6	21	0.2	1	0.1	5	6	-43
25	O=C(Cc1cccnc1)N[C@H]1CC[C@H](CCn2cc(-c3ccccc3F)nn2)O[C@H]1CO	0	-45	-0.3	6	-1.8	2	/	2
26	CCNC(=O)NC(=O)C(C)OC(=O)c1cccn1C (stereo unspecified)	-2	4	0.3	-4	/	-5	-1	-9
27	CCC(CC)CN1C(N(C)C)=NC[C@@H]1CC(C)C	-4	0	-0.3	-2	0.0	-15	3	-7
28	C[C@@H]1CN([C@H](C)CO)C(=O)c2cccc(NC(=O)c3ccc(-c4nccs4)cc3)c2O[C@@H]1CN(C)S(=O)(=O)c1ccc(Cl)cc1	-18	13	-1.2	-7	-1.2	-2	-17	-1
29	CCOC(=O)c1c(-c2ccc(OC)cc2)csc1/N=C/N(C)C	-3	-33	-0.1	/	-0.2	/	2	-10
30	CC1CCCN(C(=O)COC(=O)CSc2ccc(C(N)=O)cc2[N+](=O)[O-])C1 (stereo unspecified)	-5	1	0.2	/	0.7	-7	-3	-6
31	COCC(=O)N1CC2(C1)CN(Cc1cccc(OC)c1)[C@@H](CO)c1c2c2ccc(OC)cc2n1C	5	1	0.0	/	0.3	/	/	-81
32	COc1cccc(C(=O)Oc2c(Br)cc(Br)cc2/C=N/NC(=O)c2cc(C)[nH]n2)c1	2	2	0.0	/	/	/	/	-25
33	CO[C@H]1CN(C)C(=O)c2cc(NC(=O)NC(C)C)ccc2OC[C@@H](C)N(Cc2ccccn2)C[C@@H]1C	-4	1	0.0	10	0.0	-6	-4	6
34	O=C(C[C@@H]1CC[C@@H](NC(=O)Nc2cccc(F)c2)[C@H](CO)O1)NCC1CCCCC1	-2	-1	-0.2	-4	-0.3	-3	1	-6
35	COc1ccc(-c2noc(N3CCC(C(=O)Nc4cc(OC)ccc4OC)CC3)n2)cc1	-13	4	0.1	2	0.0	4	-6	-8
36	O=C(O)COc1ccc(C=C2SC(=S)N(c3ccccc3)C2=O)cc1	6	23	0.3	0	-0.3	-6	2	-9
37	Clc1ccc(CN2CCSCC2)cc1Cl	3	7	0.3	-1	/	-5	-2	-20
38	Nc1cc(=O)[nH]c(SCC(=O)Nc2ccc(N3CCCCC3)cc2)n1	-2	11	-0.1	-6	-0.1	-2	-6	0
39	CC(=O)NC(C)(c1ccccc1)c1nc(-c2cnc3ccccc3c2)cs1 (stereo unspecified)	-2	-30	0.3	-2	-0.1	24	0	-5
40	C[C@@H]1[C@H](c2ccccc2)Oc2ccc(Cl)cc2S(=O)(=O)N1CC1CCCN1C(=O)OC(C)(C)C (stereo partly specified)	-1	23	0.0	-1	-0.1	-4	3	9
41	COC(=O)c1ccc2nc(-c3ccc(OC)c(OC)c3)c(Cc3ccc(C)cc3)n2c1	-9	-1	0.1	-4	/	1	-11	-33
42	CCOc1nc(Nc2ccc(OC)cc2)nc(N2CCOCC2)n1	-21	-7	0.0	4	-0.4	0	0	-4
43	Oc1ccccc1C1=Nc2ccccc2N=C(c2cccs2)C1	-4	-5	/	-3	/	-7	/	-25
44	C=CCOc1ccc(C2NC(=S)NC3=C2CCc2ccccc23)cc1 (stereo unspecified)	2	-11	0.0	-2	0.5	4	-2	-10
45	Cc1ccc(CC(=O)N(C)CC(=O)Nc2ccc(N3CCOCC3)cc2)cc1C	0	1	0.1	-3	0.3	3	/	-5
46	Cc1ccc(-c2nc3c(Cl)cc(C(F)(F)F)cn3c2Cc2cccc(F)c2)cc1	-6	-6	0.4	-18	0.1	-5	13	-29
47	NNC(=O)c1cccc(Cn2cc(Br)c([N+](=O)[O-])n2)c1	-6	-2	0.0	/	0.3	/	-2	-15
48	COc1ccc(NC(=O)N(C)C[C@@H]2OCCCC[C@H](C)Oc3ccc(NC(=O)Nc4ccc(C(F)(F)F)cc4)cc3C(=O)N([C@@H](C)CO)C[C@@H]2C)cc1	-8	-3	0.5	-2	0.6	6	/	0
49	CCn1cc(C=C2C(=O)c3ccccc3C2=O)c2ccccc21	/	/	0.7	-14	/	5	-8	/
50	COc1cccc(S(=O)(=O)N2CCCCN3[C@H](CO)[C@H](c4ccc(C5=CCCCC5)cc4)[C@@H]3C2)c1	/	-2	0.2	2	-0.8	5	/	-2
51	Cc1ncc(CN2CCN(C(C)C)C(CCO)C2)s1 (stereo unspecified)	1	1	0.0	-3	2.4	6	8	-7
52	CCN1CCN(C(=O)c2cc(S(=O)(=O)Nc3ccc(S(C)(=O)=O)cc3)ccc2Cl)CC1	0	-5	0.1	/	3.1	/	-8	-7
53	C/C(CCc1ccccc1)=N\NC(=O)c1ccccc1	-8	-2	0.1	/	0.2	/	-3	-5
54	CO[C@H]1CN(C)C(=O)c2ccc(NS(=O)(=O)c3ccc(Cl)cc3)cc2OC[C@H](C)N(C)C[C@H]1C	2	2	0.0	4	-0.3	0	-22	8
55	O=C(C[C@H]1C=C[C@H](NC(=O)Nc2ccccc2F)[C@@H](CO)O1)NCc1ccc(F)cc1	-2	6	0.3	-5	-0.9	-1	/	-3
56	O=C(C[C@@H]1CC[C@@H]2[C@H](COC[C@@H](O)CN2C(=O)Nc2cc(Cl)cc(Cl)c2)O1)N1CCCCC1	14	-10	0.2	2	0.3	10	0	1
57	CCCCn1c(N)c(N(CC(C)C)C(=O)c2ccc([N+](=O)[O-])o2)c(=O)[nH]c1=O	2	-3	-0.1	0	/	0	2	-18
58	Cc1ccnc(NS(=O)(=O)c2ccc(NC(=O)c3oc4ccc(F)cc4c3C)cc2)n1	1	-1	0.2	-10	-0.2	-1	/	-8
59	C[C@H]1CN([C@@H](C)CO)C(=O)c2cccc(NC(=O)C3CCCCC3)c2O[C@H]1CN(C)CC1CC1	-7	-11	-1.1	-2	0.2	0	/	-20
60	O=C(CNCc1ccccc1)Nc1cccc(Cl)c1Cl	0	-5	0.3	4	0.1	-7	-3	8

The list continues:
nr	SMILES	S100A4 MyoIIA	EWS-Fli block	Xi reactivation	RAD54 inh	E-selectin induc	esBAF inh	FN deposition inh	RAD52 anneal inh
61	C/C=C/c1ccc([C@H]2[C@@H](CNS(C)(=O)=O)N(CC3CC3)[C@H]2CO)cc1	2	-11	0.0	2	0.2	2	-6	-30
62	O=S(=O)(c1cccc2nsnc12)N1CCN(C/C=C\c2ccccc2)CC1	-6	1	/	7	/	-5	/	-12
63	C[C@H]1CN([C@@H](C)CO)C(=O)Cc2cc(NC(=O)Cc3cn(C)c4ccccc34)ccc2O[C@@H]1CN(C)Cc1ccccc1	10	2	0.1	7	0.5	-1	/	-10
64	Cc1cc(C)c(NC(=O)CCCN2CCCC2)c(C)c1	-1	3	0.2	-12	/	-2	-6	-10
65	C[C@H](NC(=O)C[C@@H]1CC[C@H](NC(=O)C2CCOCC2)[C@H](CO)O1)c1ccccc1	8	-9	0.3	-4	0.1	0	1	-1
66	COc1ccc(S(=O)(=O)N(C)C[C@H]2Oc3c(NS(=O)(=O)c4ccccc4)cccc3C(=O)N([C@@H](C)CO)C[C@H]2C)cc1	-5	7	-0.4	-9	-0.7	-2	/	4

Record cards, from the list above.
`C[C@H](NC(=O)C[C@@H]1CC[C@H](NC(=O)C2CCOCC2)[C@H](CO)O1)c1ccccc1` in the list: S100A4 MyoIIA = 8; EWS-Fli block = -9; Xi reactivation = 0.3; RAD54 inh = -4; E-selectin induc = 0.1; esBAF inh = 0; FN deposition inh = 1; RAD52 anneal inh = -1
`Cc1cc(C)c(NC(=O)CCCN2CCCC2)c(C)c1` in the list: S100A4 MyoIIA = -1; EWS-Fli block = 3; Xi reactivation = 0.2; RAD54 inh = -12; E-selectin induc = /; esBAF inh = -2; FN deposition inh = -6; RAD52 anneal inh = -10
